core dimer inh: blocks dimerization of HCV core protein | TR-FRET GST/Flag-core106 dimerization, 1536-well | inhibition, % at 5 µM | 300,000 tested, 0.33% active | AID 1899;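 active means inhibition above the mean of all tested compounds plus 3 SD, set per screening campaign, cut at about 45% in these data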
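Material: GST/Flag-tagged HCV core106 proteins. Incubation: 4 h, 22.5 °C incubation. Read-out basis: inhibition (%) from 671 over 617 nm ratio. Measured by: TR-FRET, excitation 340 nm, emission 617 and 671 nm.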
PP1 counter: PP1-alpha (human) inhibition in PP5 counter-screen. P62136. purified PP1alpha, OMFP fluorescence. inhibition, % at 6.7 µM. 320,000 tested, 0.9% active. AID 2235;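 active means inhibition above the mean inhibition of all tested compounds plus 3 SD, computed separately for each screening campaign, cut at about 15% in these data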
ZTA counter: blocks Epstein-Barr virus ZTA, an EBNA-1 counter-screen; P03206; ZTA-DNA binding, fluorescence polarization; inhibition, % at 11 µM; 320,000 tested, 0.15% active; AID 2234; in the data active means inhibition above about 33%
Target sequence (P03206 whole entry, looked up): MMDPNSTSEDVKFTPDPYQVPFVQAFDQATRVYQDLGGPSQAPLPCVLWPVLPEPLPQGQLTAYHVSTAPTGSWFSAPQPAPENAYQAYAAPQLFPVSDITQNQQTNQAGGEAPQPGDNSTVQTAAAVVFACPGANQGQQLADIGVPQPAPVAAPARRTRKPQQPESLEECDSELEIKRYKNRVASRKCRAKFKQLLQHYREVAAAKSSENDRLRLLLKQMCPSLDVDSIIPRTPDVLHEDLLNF
TPT1 inh: C. albicans TPT1 enzyme inhibition; recombinant caTPT1, FP RNA substrate dephosphorylation; inhibition, % at 5 µM; 300,000 tested, 0.81% active;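 active means inhibition above the mean of all tested compounds plus 3 SD, set per screening campaign, cut at about 24% in these data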;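 further: plate controls were DMSO alone for no effect and ferristatin control at 100 nM for full effect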
Yeast superoxide: yeast age-related superoxide inhibition as caloric restriction mimetic; S. cerevisiae aged cells, superoxide DHE fluorescence; active compounds read low; 330,000 tested, 0.18% active; superoxide response (% of plate mean), % at 10 µM;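 active means superoxide response under a set limit, about three screen SD below normal, cut at about 65% in these data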;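 further: yeast aged for seven days with compound at 30 °C before DHE staining; 100% = average MFI of all compound-treated wells on the plate with controls excluded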
GASC-1 inh: human JMJD2C demethylase inhibition; GST-JMJD2C(1-420) H3K9me3 demethylation, DELFIA europium; inhibition, % at 2.35 µM; 330,000 tested, 0.069% active; AID 2099;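 active means more than half of a compound's replicate wells show inhibition beyond 50%, single wells judged on their own value; inconclusive means some, but no more than half, of replicates pass 50% inhibition; inactive means no replicate passes 50% inhibition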;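 further: signal counts dimethyl H3K9 product captured on neutravidin plate; 0% = median of DMSO wells and 100% = 0.3 times that DMSO median; strong numbers were not always called active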
CTSL1 counter: counter-screen for PFM18AAP inhibitors: inhibitors of F. hepatica cathepsin L1. recombinant F. hepatica cathepsin L1, Z-Leu-Arg-MCA fluorescence. inhibition, % at 5.96 µM. AID 1906. 300,000 tested, 0.49% active;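 active means inhibition above the mean of all tested compounds plus 3 SD, set per screening campaign, cut at about 17% in these data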;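 further: 0% = plate median of test compound wells and 100% = 1 µM Z-Phe-Ala-diazomethylketone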
EBNA-1 inhibitor: blocks EBNA-1 binding to DNA. 300,000 tested, 0.34% active. EBNA-1 DNA binding, fluorescence polarization. inhibition, % at 14.8 µM; in the data active means inhibition above about 28%
PP5 inh: blocks human protein phosphatase 5 activity; inhibition, % at 6.7 µM; P53041; purified PP5c, OMFP substrate fluorescence; 320,000 tested, 0.18% active;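 active means inhibition above the campaign's mean inhibition across all tested compounds plus 3 SD, cut at about 9.5% in these data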;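 further: 0% = DMSO only and 100% = 100 µM cantharidin control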
Target sequence (P53041 whole entry, looked up): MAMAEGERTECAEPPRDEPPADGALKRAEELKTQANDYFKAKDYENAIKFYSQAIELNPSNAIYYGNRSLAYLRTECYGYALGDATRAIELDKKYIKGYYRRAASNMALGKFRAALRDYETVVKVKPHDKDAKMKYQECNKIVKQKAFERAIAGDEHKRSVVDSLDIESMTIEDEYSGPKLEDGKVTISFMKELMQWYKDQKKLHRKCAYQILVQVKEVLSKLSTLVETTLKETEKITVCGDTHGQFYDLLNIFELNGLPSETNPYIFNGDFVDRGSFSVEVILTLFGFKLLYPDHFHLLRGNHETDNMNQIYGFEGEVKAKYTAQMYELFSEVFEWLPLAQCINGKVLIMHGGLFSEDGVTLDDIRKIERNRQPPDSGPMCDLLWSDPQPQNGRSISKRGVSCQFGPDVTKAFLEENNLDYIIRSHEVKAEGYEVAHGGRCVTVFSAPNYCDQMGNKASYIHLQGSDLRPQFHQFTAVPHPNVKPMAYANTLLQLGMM
* hit, by the source's call; ? = inconclusive; . = not tested or not shown; + = active, no number.

Fields: core dimer inh	PP1 counter	ZTA counter	TPT1 inh	Yeast superoxide	GASC-1 inh	CTSL1 counter	EBNA-1 inhibitor	PP5 inh
- CCN(CC)c1ccc2c(-c3ccc(S(=O)(=O)O)cc3S(=O)(=O)[O-])c3ccc(=[N+](CC)CC)cc-3oc2c1
→ 68*	-23	+	-138	76	4	6	200*	-15
- O=C(N[C@@H](Cc1ccccc1)C(=O)O)c1ccncc1
→ 11	-2	17	-2	.	190	5	6	0.8
- COC(=O)C1CCN(CC(=O)Nc2cc(Cl)ccc2OC)CC1
→ -2	3	-3	1	102	19	-1	-14	-0.2
- COc1ccc(OCC(=O)NC2CC(C)(C)NC(C)(C)C2)cc1
→ -5	-5	11	-2	96	6	1	7	0.4
- COc1ccc(NC(=O)c2cc3nc(-c4ccccc4)cc(C)n3n2)cc1OC
→ 30	-1	-11	2	80	?	4	1	1.6
- COC(=O)c1sccc1NC(=O)c1ccc(C)cc1
→ -53	0	7	2	98	4	2	-14	0.7
- Cn1nnnc1SCc1cccc(CSc2nnnn2C)n1
→ -2	0	-16	0	102	-2	-5	-6	2.5
- N/C(Cn1cncn1)=N\NC(=O)c1ccc(Cl)cc1Cl
→ 0	-1	0	5	113	-21	4	-16	2.3
- CCOC(=O)c1ccc(NC(=O)CSCCC(=O)O)cc1
→ -6	-3	-6	-1	105	9	-4	7	2.0
- CN1C(=O)C2(NC(=O)c3ccccc3N2C)c2ccccc21 (configuration not stated)
→ -7	-2	-7	-3	94	7	2	0	0.5
- COc1ccc(C(=O)n2cnc3ccccc32)cc1[N+](=O)[O-]
→ 6	-5	11	-2	100	5	0	6	0.2
- C=C(C)C1CC=C(C)/C(=N/NC(=O)c2cccs2)C1 (configuration not stated)
→ 9	0	15	-1	113	-9	6	-6	0.8
- CN(C(=O)CSc1nc(-c2ccc(C(C)(C)C)cc2)c(C#N)c(=O)[nH]1)C1CCCCC1
→ 23	14	9	-4	105	8	8	14	3.0
- O=C(Nc1cccc(-c2nc3ccccc3s2)c1)c1cc(=O)c2ccccc2o1
→ -2	-2	-11	-3	104	1	-2	-2	0.8
- Cn1c(=O)c2cc(S(=O)(=O)Nc3cccc(F)c3)ccc2n(C)c1=O
→ -1	2	13	-4	108	-4	-1	-5	-0.9

The final three compounds of the section before are carried over, then new ones follow.
Fields: core dimer inh	PP1 counter	ZTA counter	TPT1 inh	Yeast superoxide	GASC-1 inh	CTSL1 counter	EBNA-1 inhibitor	PP5 inh
- CN(C(=O)CSc1nc(-c2ccc(C(C)(C)C)cc2)c(C#N)c(=O)[nH]1)C1CCCCC1
→ 23	14	9	-4	105	8	8	14	3.0
- O=C(Nc1cccc(-c2nc3ccccc3s2)c1)c1cc(=O)c2ccccc2o1
→ -2	-2	-11	-3	104	1	-2	-2	0.8
- Cn1c(=O)c2cc(S(=O)(=O)Nc3cccc(F)c3)ccc2n(C)c1=O
→ -1	2	13	-4	108	-4	-1	-5	-0.9
- Cc1c(C)c2ccc(OCC(=O)N[C@@H](Cc3ccccc3)C(=O)O)cc2oc1=O
→ 0	-6	10	5	126	4	0	5	3.1
- Cc1ccccc1NC(=O)CN1C(=S)NC(C)(C)CC1C (configuration not stated)
→ -6	1	1	-2	92	-5	0	-3	-0.4
- CCCn1c(N)c(N(CCOC)C(=O)c2cc3ccccc3cc2OC)c(=O)[nH]c1=O
→ .	0	2	.	75	11	.	.	0.8
- COc1cccc(-c2nnn(CC(=O)NC3CCCC3)n2)c1OC
→ 5	-3	-11	-2	124	6	1	-8	3.2
- CC1(C)S[C@@H]2[C@H](NC(=O)COc3ccccc3)C(=O)N2C1C(=O)OCc1cc2ccccc2n1S(=O)(=O)c1ccccc1 (some centres not stated)
→ 66*	25*	-4	-1	97	1	1	-2	1.1
- O=C1C(=O)N(Cc2ccccc2)C(=O)N1CCN1C(=O)c2ccccc2C1=O
→ 3	-1	3	2	111	23	0	-3	1.3
- CCS(=O)(=O)N1Cc2ccccc2CC1C(=O)Nc1ncc(C)s1 (configuration not stated)
→ -1	-5	-14	2	106	-5	-2	4	-1.9
- OCc1ccccc1SSc1ccccc1CO
→ -10	2	-4	-2	99	19	-6	6	2.0
- NC(N)=Nc1nc2ccc(Br)cc2c(=O)[nH]1
→ 6	-6	10	-1	102	-13	1	-13	-1.4
- O=C(NCCc1ccncc1)C(F)(F)F
→ 3	-2	2	0	120	-3	6	2	-0.1
- CC(OC(=O)c1ccccc1O)C(=O)Nc1ccc(Cl)cn1 (configuration not stated)
→ -1	-2	0	-5	104	2	-4	8	1.2
- N#C/C(=C\c1ccc(OCc2ccccc2)cc1)C(=O)Nc1ccc(C(=O)O)cc1
→ 15	1	3	0	82	0	0	-8	1.4
- COc1ccc(Cl)cc1C(=O)NNC(=O)CCNC(C)=O
→ 2	-4	-7	2	111	-1	4	-11	1.9
- O=C(Oc1cccc(NC2=NS(=O)(=O)c3ccccc32)c1)c1cccnc1
→ 0	-3	0	1	92	9	-6	-12	-1.7
- Cc1nn(-c2nc3ccccc3s2)c(N)c1-c1ccccc1
→ 0	3	4	6	93	-3	0	0	-0.3
- Cc1nn(CC(=O)Nc2ccc(N3CCOCC3)cc2)c(C)c1Cl
→ 8	-1	-3	3	89	-11	-2	9	0.2
- Nc1ccc(-n2nnnc2-c2ccco2)cc1
→ -2	-2	-2	0	96	5	-1	-1	1.5
- CCOC(=O)C1=C(C)Nc2nc(SCc3cccnc3)nn2C1c1ccc(OC)cc1 (configuration not stated)
→ 6	11	-18	-5	105	0	2	7	2.3
- CCN(CC)C(=O)CSc1nc(N)c(C#N)c(-c2cccs2)c1C#N
→ -1	-1	-6	-1	105	14	-1	5	4.4
- CCc1ccc(NC2=NCC(=O)N2c2ccc3c(c2)OCCO3)cc1
→ -3	-1	-7	-3	104	-7	-3	-1	1.4
- O=C(c1ccc([N+](=O)[O-])o1)N1CCc2ccccc21
→ -9	-2	4	-1	102	.	2	1	3.7
- CC1(O)C(=O)C=C2C=C(C3CC3)OC=C2C1=O (configuration not stated)
→ 14	0	21	-3	124	-22	-4	3	3.0
- Cc1ccc(S(=O)(=O)NC2CCCC2)cc1C(N)=O
→ -3	-2	-17	-3	100	-135	1	4	2.3
- Cc1ccc(-c2nnc(N(C)C(=O)c3ccncc3)s2)cn1
→ 1	-5	9	-2	88	1	-1	0	1.6
- Cn1c(SCC(=O)Nc2nc(C(C)(C)C)cs2)nnc1C1CC1
→ -3	-4	-11	0	110	3	-1	-2	0.9
- OCCC1CN(Cc2cnn(-c3ccccc3Cl)c2)CCN1Cc1ccsc1 (configuration not stated)
→ -3	7	0	1	139	-4	5	-9	-4.4
- CC(C)C(NC(=O)c1ccc(F)cc1)C(=O)OCC(=O)N1CC(=O)Nc2ccccc21 (configuration not stated)
→ 1	1	11	-2	91	-5	-9	3	-1.6
- Cc1ccc(C(=O)OCC(=O)Nc2c(C)n(C)n(-c3ccccc3)c2=O)cc1[N+](=O)[O-]
→ -1	0	-3	-2	104	2	-10	6	2.8
- Cc1ccc(S(=O)(=O)N2CCN(Cc3cc(C(C)C)ccc3O)CC2)cc1
→ 10	1	-10	-3	100	-6	5	-5	2.9
- CN(C(=S)Nc1ccccc1)c1ccccc1
→ -2	-3	-18	-4	99	-16	3	2	-1.2
- NS(=O)(=O)c1ccc(NNC(=O)c2cccs2)cc1
→ 2	0	-13	-5	102	6	-1	-10	0.4
- O=C(CCc1ccccc1)NNC(=O)COc1ccc([N+](=O)[O-])cc1
→ -4	-2	-12	0	107	-1	-8	3	0.0
- Cc1ccc(NC(=O)CCCc2c[nH]c3ccccc23)nc1
→ -3	2	-15	-2	100	8	-1	3	2.3
- COc1ccccc1C(=O)NC(CCSC)C(=O)NCC(c1ccccc1OC)N1CCCC1 (configuration not stated)
→ -2	-6	-16	0	87	0	1	-4	0.6
- Cn1c(N)c(C(=O)COC(=O)c2cccnc2Cl)c(=O)n(C)c1=O
→ -2	4	1	-3	105	-5	-1	-7	1.1
- COc1cc2ccccc2cc1C(=O)Nc1ccncc1
→ 6	5	17	1	114	8	7	5	-2.0
- O=C(CCCN1C(=O)c2ccccc2C1=O)NCc1cccnc1
→ -2	-4	8	2	83	25	2	-20	1.8
- Cc1ccc(CCNC(=O)C2CC(=O)N(C3CCCCC3)C2)cc1 (configuration not stated)
→ 7	2	-6	2	120	-11	-3	-5	0.9
- COc1ccc(CNC(=O)COC(=O)Cc2ccsc2)cc1
→ 0	-1	10	1	102	-4	-7	-2	3.4
- CN(C)C(=O)c1ccc(-c2n[nH]c(=O)c3ccccc23)cc1
→ 5	-6	6	-5	114	-4	-6	-4	-2.1
- CCCOC(=O)/C(=C\C=C\c1ccccc1)NC(=O)c1ccccc1
→ 4	0	-5	-4	108	6	-1	-22	4.2
- CCOC(=O)CSc1nc(C2CC2)cc(-c2ccc(F)cc2)c1C#N
→ 13	-1	21	2	102	51	-2	9	0.7
- CCOC(=O)C1CCN(C(c2cccs2)c2sc3nc(C)nn3c2O)CC1 (configuration not stated)
→ -6	1	-9	-1	85	8	-1	-8	1.7
- CC(C)[C@H](NC(=O)c1ccccc1Cl)C(=O)Nc1nc(-c2ccccn2)cs1
→ 6	18*	-10	2	112	-12	-5	4	2.8
- CCCn1c(SCC(=O)NC2CCCCC2)nnc1-c1ccccn1
→ 1	-1	7	2	105	5	-5	-13	-1.3
- Cc1cccc(C(=O)N2CCN(Cc3ccc4c(c3)OCO4)CC2)c1
→ -7	-4	-2	-1	89	8	-4	-8	1.3
- COc1cccc(OCCN2CCN(c3ncnc4c3cnn4-c3ccccc3)CC2)c1
→ 39	3	-5	-3	91	3	4	-2	2.0
- Cn1nccc1C(=O)c1ccc(Cl)cc1
→ 4	-1	4	-3	101	-2	-4	-7	3.0
- CCC(=O)Nc1ccccc1N1CCN(c2ccc(F)cc2)CC1
→ -3	-2	-4	-1	112	-11	2	-1	1.0
- CCn1c(SCC(=O)N2CCOCC2)nnc1-c1cccs1
→ 8	-6	9	0	100	-12	3	-8	0.9

Screening results: PubChem BioAssay, several laboratories
